Anthrax LF inh2 – Bacillus anthracis LF protease inhibitors, primary screen, biochemical, multiplex microsphere, MLPCN library; Lethal factor (Bacillus anthracis), P15917; multiplex microsphere protease cleavage assay; inhibition, % at 10 µM; actives 0.12% (n = 360,000); further: plate controls were buffer without enzyme for full effect and enzyme alone for no effect
Target sequence (P15917 whole entry, looked up): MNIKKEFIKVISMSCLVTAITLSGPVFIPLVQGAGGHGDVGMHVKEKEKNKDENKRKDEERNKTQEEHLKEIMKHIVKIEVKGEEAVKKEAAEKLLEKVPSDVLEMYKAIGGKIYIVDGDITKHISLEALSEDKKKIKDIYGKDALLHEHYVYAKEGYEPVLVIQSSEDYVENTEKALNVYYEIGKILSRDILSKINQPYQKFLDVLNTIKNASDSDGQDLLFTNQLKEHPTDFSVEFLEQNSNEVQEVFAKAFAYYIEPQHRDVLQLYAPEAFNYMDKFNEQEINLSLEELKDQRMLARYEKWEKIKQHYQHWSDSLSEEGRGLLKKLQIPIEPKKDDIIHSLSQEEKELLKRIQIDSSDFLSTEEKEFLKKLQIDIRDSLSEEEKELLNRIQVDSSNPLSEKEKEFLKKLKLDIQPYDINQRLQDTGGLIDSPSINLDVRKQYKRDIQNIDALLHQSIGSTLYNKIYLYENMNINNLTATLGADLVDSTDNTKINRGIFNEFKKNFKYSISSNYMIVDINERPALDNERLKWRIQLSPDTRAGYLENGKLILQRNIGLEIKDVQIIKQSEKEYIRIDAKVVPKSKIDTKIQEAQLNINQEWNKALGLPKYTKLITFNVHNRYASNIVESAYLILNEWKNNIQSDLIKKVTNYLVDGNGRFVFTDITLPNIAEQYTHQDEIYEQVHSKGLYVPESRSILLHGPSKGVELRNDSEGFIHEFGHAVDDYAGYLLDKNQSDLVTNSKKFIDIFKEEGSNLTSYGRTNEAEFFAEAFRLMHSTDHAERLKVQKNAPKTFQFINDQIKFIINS
BoNT-A LC inh2 – BoNT/A light chain protease inhibitors, primary screen, biochemical, flow cytometry, MLPCN library; Botulinum neurotoxin type A light chain protease (Clostridium botulinum A str. ATCC 3502); multiplex microsphere protease substrate cleavage; inhibition, % at 10 µM; actives 0.17% (n = 360,000); AID 588499, 2011; further: plate controls were buffer without enzyme for full effect and enzyme alone for no effect
PriA SSB inh – inhibitors of Klebsiella pneumoniae PriA binding to SSB C-terminal tail, primary screen, biochemical, AlphaScreen; inhibition, % at 33 µM; PriA–SSB C-terminal tail interaction (Klebsiella pneumoniae); AID 1272365, 2023; AlphaScreen SSBct-PriA binding, biotinylated peptide; actives 0.6% (n = 430,000); in the data active means inhibition mostly above about 37%, no sharp cut-off; inactive means mostly below about 20%;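 further: plate controls were negative control peptide for no effect and reference peptide for full effect; strong numbers were not always called active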
3CLpro inhibitor – SARS-CoV 3CLpro protease inhibitors, primary screen, biochemical, quenched FRET; Replicase polyprotein 1ab (Severe acute respiratory syndrome coronavirus), P0C6X7; recombinant SARS-CoV 3CLpro, quenched FRET peptide cleavage; inhibition, % at 6 µM; actives 0.14% (n = 290,000); AID 1706, 2009; in the data active means inhibition above about 12%
DUSP3 inh – VHR1 phosphatase inhibitors, primary screen, biochemical, absorbance, uHTS; Dual specificity protein phosphatase 3 (Homo sapiens), P51452; actives 0.52% (n = 290,000); recombinant VHR phosphatase, pNPP absorbance; inhibition, % at 13.3 µM; in the data active means inhibition above about 50%; further: some compounds called inactive have numbers as strong as hits
Target sequence (P51452 whole entry, looked up): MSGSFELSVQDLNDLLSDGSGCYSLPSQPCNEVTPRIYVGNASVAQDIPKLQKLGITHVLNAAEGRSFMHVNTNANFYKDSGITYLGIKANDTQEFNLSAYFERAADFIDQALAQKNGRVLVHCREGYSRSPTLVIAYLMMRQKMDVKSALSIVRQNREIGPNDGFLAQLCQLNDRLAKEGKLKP
MazEF act – activators of E. coli MazEF toxin-antitoxin RNase, primary screen, biochemical, fluorescence, uHTS; FAM/BHQ RNA-DNA oligo cleavage fluorescence, 5 h; activation, % at 20 µM; actives 0.32% (n = 350,000); AID 504720, 2011; in the data active means activation above about 50%
CCHF vOTU inh – CCHFV vOTU protease inhibitors, primary screen, biochemical, Pep-AMC substrate, fluorescence. Crimean-Congo hemorrhagic fever virus L polyprotein viral ovarian tumor (vOTU) protease …. inhibition, % at 11.5 µM. actives 0.55% (n = 370,000). AID 651958, 2012; in the data active means inhibition above about 30%; further: 0% = vehicle wells with enzyme and 100% = no enzyme wells
BoNT F protease – BoNT/F light chain protease inhibitors, primary screen, biochemical, flow cytometry, MLPCN library; Botulinum neurotoxin type F light chain protease (Clostridium botulinum); AID 588497, 2011; actives 0.22% (n = 360,000); Multiplex microsphere protease cleavage assay; inhibition, % at 10 µM; in the data active means inhibition above about 35%, passing the limit was not always enough; inconclusive means no clear call, values can overlap the other calls; further: plate controls were buffer without enzyme for full effect and enzyme alone for no effect
PrPC TRFRET – inhibitors of human cell surface prion protein PrPC, primary screen, cell-based, TR-FRET | actives 0.43% (n = 370,000) | TR-FRET read-out | AID 720596, 2013 | Major prion protein (Homo sapiens), P04156 | inhibition, % at 13.8 µM; in the data active means inhibition above about 24%; further: 0% = median of the test wells and 100% = reference compound wells
Rv3671c protease – Rv3671c serine protease inhibitors, primary screen, biochemical, fluorescence polarization, M. tuberculosis H37Rv; P9WHR9; inhibition, % at 5.96 µM; actives 0.048% (n = 320,000); AID 2606, 2010; in the data active means inhibition above about 38%;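 further: extracellular domain of Rv3671c used as enzyme; 0% = enzyme with DMSO and 100% = no enzyme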
Starred values were filed as active, the others as inactive; i = inactive; ? = inconclusive; . = not tested or not shown. Unless noted, no stated cut-off is given here; in the data, active means inhibition above about 30%; inconclusive means no clear call, values can overlap the other calls; inactive means below that. The list is partial; the hit share may differ from the screen's.

SMILES	Anthrax LF inh2	BoNT-A LC inh2	PriA SSB inh	3CLpro inhibitor	DUSP3 inh	MazEF act	CCHF vOTU inh	BoNT F protease	PrPC TRFRET	Rv3671c protease
Cc1ccc([N+](=O)[O-])cc1-c1[nH]c(-c2ccc(O)c(O)c2)nc1-c1ccccc1	-9	-0.2	49	4	11	17	2	-6	-1	3
CCCCc1c(C)nn(-c2nnc3c4ccccc4n(CC)c3n2)c1C	3	1.6	-10	5	22	5	5	13	-10	3
CC(C)Nc1ncnc2c1ncn2[C@H]1CN(Cc2ccc3c(c2)OCO3)C[C@@H](CO)O1	1	-0.1	.	.	.	.	16	-3	5	.
Nc1nonc1-n1nnc(C(=O)N/N=C/c2ccc(Br)cc2)c1-c1ccc2c(c1)OCO2	0	0.4	.	8	-5	-9	-8	-3	4	-5
CSc1ncccc1C(=O)Nc1cccc(S(=O)(=O)N(C)c2ccccc2)c1	0	-0.4	-3	.	.	-7	14	7	8	-20
Oc1nc(-c2ccc(Br)cc2)n2ccncc12	0	0.0	-1	5	4	-2	5	4	-4	2
COc1ccc(N2CC(C(=O)N/N=C/c3c[nH]c4ccccc34)CC2=O)cc1 (centres undefined)	1	0.1	.	-7	4	6	-1	2	-1	-2
CC1CC2(CC(C)(C(=O)CSc3nc4ccccc4s3)OC2=O)C(=O)O1 (centres undefined)	0	-2.6	-3	-4	3	2	-5	-3	4	-3
Cc1cc(C)n2nc(SC(C)C(=O)N(C)c3ccccc3)nc2n1 (centres undefined)	-5	-0.3	1	.	.	3	4	-5	5	5
O=C(O)CCC(=O)NCC1OCCc2ccccc21 (centres undefined)	0	0.2	-7	6	25	11	-17	1	1	6
CCc1nc2ccc(C(=O)Nc3cccc(NS(C)(=O)=O)c3)cn2c1N(CCC(C)C)CCN(C)C	1	0.2	.	.	.	.	1	3	-1	.
CCc1n[nH]c2c1/C(=N\O)CC(c1ccccc1)C2 (centres undefined)	-2	0.1	.	1	6	8	7	-5	0	-6
O=[N+]([O-])c1cccc(NC(=S)N2CCc3ccccc32)c1	1	3.0	18	1	-8	3	8	13	0	.
CCN1CCN(C(=O)C(Cc2ccccc2)NC(=O)c2ccc(Cl)c(S(=O)(=O)N(C)C)c2)CC1 (centres undefined)	1	-3.7	-9	.	.	1	12	-2	-13	-2
O=C(NC1CCCc2ccccc21)c1ccc(Cl)nc1 (centres undefined)	-2	-0.3	-24	1	19	6	3	-10	5	-7
C/C(=N\O)c1cccc(Br)c1	-9	?	.	-3	8	1	-10	?	-3	10
CCc1cc2cccc(C)c2nc1SCC(=O)Nc1nonc1C	-1	1.2	-1	0	10	3	10	9	31*	2
COc1cccc(/C=N/NC(=O)c2ccc3nc[nH]c3c2)c1	2	1.6	i	-2	9	9	-8	?	0	2
CCCNC(=O)C(Cc1ccc(Cl)cc1)NC(=O)c1ccc(-c2ccccc2)cc1 (centres undefined)	-6	-0.3	-4	.	.	-10	3	-2	-3	0
CC(C)c1ccc(NC(=O)CSc2n[nH]c(=O)n2-c2cccnc2)cc1	-2	0.6	-6	-1	-3	0	4	-2	0	-1
Cc1cccc(C)c1NC(=O)CN1C(=O)COc2ccccc21	1	-2.3	-11	-2	15	6	-11	2	5	4
COc1ccccc1/C=N/Nc1nccnc1Cl	0	-1.1	.	5	16	-3	8	-4	0	-2
CC1CCc2sc(C(=O)Nc3ccc(N4CCOCC4)cc3)cc2C1 (centres undefined)	-1	-0.5	-4	2	9	-3	3	-2	11	-1
CCCOC(=O)N[C@@H]1C(=O)N2C(C(=O)OCCC)=C(C)CS[C@H]12	-6	0.4	-10	-12	13	-19	11	1	-4	2
CO/N=C/C(C(C)=O)C(=O)Nc1ccc(Cl)cc1Cl (centres undefined)	-1	-0.7	.	-4	-10	-1	-6	-1	9	0
CN(c1ccc(C(=O)NCCCn2ccnc2)cc1)S(C)(=O)=O	0	-0.4	3	-5	20	9	-12	12	-4	7
CCC(c1nnc(SCC(=O)Nc2nnc(-c3ccccc3)o2)o1)N(C)C (centres undefined)	-2	-2.1	4	0	15	-14	7	-11	0	-7
COc1ncnc2c1ncn2CCCNCc1ccc2c(c1)OCO2	-1	-0.5	.	.	.	1	4	-4	-6	.
COc1ccccc1N1CCN(c2ccc3ccccc3n2)CC1	1	0.0	-36	6	-35	4	15	2	6	3
O=C(NCCCN1CCN(c2ccccc2F)CC1)C1CCN(S(=O)(=O)N2CCOCC2)CC1	0	-1.1	-5	6	12	3	16	-7	7	-9
COc1ccc(CCNC(=O)C2CC(=O)N(C3CCCCC3)C2)cc1OC (centres undefined)	0	0.9	4	-2	7	4	-2	1	2	-2
CN1C(=O)[C@@H]2[C@@H]3C[C@@H]([C@H]4ON=C(c5ccc(Cl)cc5)[C@@H]34)[C@@H]2C1=O	1	-0.6	-11	7	-5	8	-2	-5	5	-1
Nc1nc(NC2CCCCC2)nc(NCCO)c1[N+](=O)[O-]	5	-3.2	1	4	9	2	-3	-7	3	9
CC(C)Cn1c(NCCN(C)C)nc2c1c(=O)[nH]c(=O)n2C	-2	-0.1	4	-8	1	3	-10	-4	-5	13
CC(C)Cc1nc2oc3c(=O)[nH]cnc3c2c2c1CCC2	-9	1.5	-16	3	4	3	1	4	-2	-11
Cc1cccc(NC(=O)CN2C(=O)c3ccccc3S2(=O)=O)n1	-4	-1.5	-2	.	.	4	12	5	-3	7
Oc1ccc(N=Nc2n[nH]c(-c3ccc(Br)cc3)n2)cc1	-3	-1.7	12	-2	16	-4	11	-12	-16	8
COc1cc2c(cc1OC)C1=C(C#N)CCC(=NC(=O)c3ccco3)N1CC2	-3	0.0	-13	-3	29	0	6	-4	4	-2
Cc1cc(C[n+]2ccsc2N)c2ncccc2c1	-3	1.2	3	0	-11	3	-17	-7	-6	-5
CCOC(=O)c1nnn(-c2nonc2-n2cccc2)c1-c1cccc([N+](=O)[O-])c1	-2	0.5	7	7	37	-2	-7	-4	-9	-5

Compounds from the list above containing a furan ring, fused or not (2):
SMILES	Anthrax LF inh2	BoNT-A LC inh2	PriA SSB inh	3CLpro inhibitor	DUSP3 inh	MazEF act	CCHF vOTU inh	BoNT F protease	PrPC TRFRET	Rv3671c protease
CC(C)Cc1nc2oc3c(=O)[nH]cnc3c2c2c1CCC2	-9	1.5	-16	3	4	3	1	4	-2	-11
COc1cc2c(cc1OC)C1=C(C#N)CCC(=NC(=O)c3ccco3)N1CC2	-3	0.0	-13	-3	29	0	6	-4	4	-2

(list continues)
SMILES	Anthrax LF inh2	BoNT-A LC inh2	PriA SSB inh	3CLpro inhibitor	DUSP3 inh	MazEF act	CCHF vOTU inh	BoNT F protease	PrPC TRFRET	Rv3671c protease
Cc1nc2cc([N+](=O)[O-])ccc2c(=O)n1-c1cccc(Br)c1	0	?	18	.	.	6	0	?	-37	6
O=C1C=C(c2ccccc2)C(=O)N1Nc1ccccc1	1	-0.3	-19	-5	12	5	5	1	1	2
O=C(Nc1ccccc1N1CCOCC1)C1Cc2ccccc2CN1C(=O)c1ccco1 (centres undefined)	2	1.1	2	8	35	-2	12	-6	-4	5
O=C(CCCN1C(=O)/C(=C/c2cccc(Br)c2)SC1=S)Nc1ccccn1	-8	-1.3	1	0	3	1	-1	-10	-6	-17
CS(=O)(=O)c1ncc(CO)n1Cc1ccccc1	0	-0.6	-6	-3	-11	7	-14	-4	7	6
COc1ccc(NC(C)C(=O)N/N=C/c2ccc([N+](=O)[O-])s2)cc1 (centres undefined)	6	-1.1	.	1	18	6	3	-9	-43	4
COc1ccccc1OCc1nc(-c2cccc([N+](=O)[O-])c2)no1	1	0.5	-1	0	-14	-1	-3	-1	-11	-5
Cc1cc(NC(=O)CSc2nnnn2-c2ccc(C)c(Cl)c2)no1	-6	-1.0	3	1	26	0	-1	-24	-1	-4
Cn1nc(C(C)(C)C)cc1N1C(=O)CCC1(C)C(=O)Nc1ccc2c(c1)OCCO2 (centres undefined)	-1	0.0	.	.	.	.	-7	2	-5	.
CCOC(=O)[C@H]1[C@H]2COc3ccc(Br)cc3[C@@H]2N2C(=O)c3cc(OC)c(OC)cc3NC(=O)[C@@]12C	-1	0.5	7	.	.	3	6	3	-5	-16
Cc1cc(F)ccc1NC(=O)c1cccnc1	0	-0.6	-6	0	1	15	7	-4	-4	-1
O=C(COC(=O)c1ccc(Br)o1)c1ccc(S(=O)(=O)N2CCCCC2)cc1	3	2.8	1	.	.	8	8	2	4	-9
C/C=C1\NC(=O)[C@H](C)NC(=O)[C@@H](NC(=O)[C@H](Cc2ccc(O)cc2)NC(=O)[C@@H](NC(=O)/C(C)=C/C)C(C)C)[C@@H](C)OC(=O)[C@H](CCCc2ccc(O)cc2)NC(=O)[C@@H](CCC(=O)O)NC1=O	-9	0.5	.	.	.	.	-39	-3	-6	.
CC(=O)c1ccc(S(=O)(=O)NCCC(=O)OCC(=O)NCCc2ccccc2)cc1	1	2.0	-3	0	-14	-20	-4	-11	-2	9

In the list so far, 7 have a nitro group on carbon:
SMILES	Anthrax LF inh2	BoNT-A LC inh2	PriA SSB inh	3CLpro inhibitor	DUSP3 inh	MazEF act	CCHF vOTU inh	BoNT F protease	PrPC TRFRET	Rv3671c protease
Cc1ccc([N+](=O)[O-])cc1-c1[nH]c(-c2ccc(O)c(O)c2)nc1-c1ccccc1	-9	-0.2	49	4	11	17	2	-6	-1	3
O=[N+]([O-])c1cccc(NC(=S)N2CCc3ccccc32)c1	1	3.0	18	1	-8	3	8	13	0	.
Nc1nc(NC2CCCCC2)nc(NCCO)c1[N+](=O)[O-]	5	-3.2	1	4	9	2	-3	-7	3	9
CCOC(=O)c1nnn(-c2nonc2-n2cccc2)c1-c1cccc([N+](=O)[O-])c1	-2	0.5	7	7	37	-2	-7	-4	-9	-5
Cc1nc2cc([N+](=O)[O-])ccc2c(=O)n1-c1cccc(Br)c1	0	?	18	.	.	6	0	?	-37	6
COc1ccc(NC(C)C(=O)N/N=C/c2ccc([N+](=O)[O-])s2)cc1 (centres undefined)	6	-1.1	.	1	18	6	3	-9	-43	4
COc1ccccc1OCc1nc(-c2cccc([N+](=O)[O-])c2)no1	1	0.5	-1	0	-14	-1	-3	-1	-11	-5

Assay outcomes (PubChem BioAssay)
